Source: PubChem
AMA1-RON2 inh: qHTS for Inhibitors of AMA1-RON; Towards Development of Antimalarial Drug Lead: Primary Screen; Potency, µM (series often up to 58.2 µM), for the others: at the highest dose activity change, negative = inhibition, usual class: inhibitors; Plasmodium falciparum AMA1 (3D7) - RON2 peptide interaction; AlphaScreen AMA1-biotinylated RON2 peptide binding; 360,000 tested, 0.2% active; AID 720542, 2013;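 note: potency is the fitted concentration of half-maximal effect; 0% = vehicle wells and -100% = peptide control; nearly all actives have a fitted effect of over 45% in size; some results filed as inactive show a strong effect at the top dose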
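AMA1 (3D7) with his tag at 25 nM final met compounds first, then biotinylated RON2 peptide at 25 nM; detection used donor plus acceptor beads, 10 µg/mL apiece, read by AlphaScreen after 30 min at room temperature.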
Pf growth 48h: Primary qHTS for delayed death inhibitors of the malarial parasite plastid, 48 hour incubation. P. falciparum luciferase growth in erythrocytes, 48 h. Potency, µM (top dose mostly 28.7 µM), inactives show top-dose activity change, negative = inhibition, most hits filed as inhibitors. 310,000 tested, 5.9% active. AID 504832, 2011; note: potency is the fitted concentration of half-maximal effect; % is set by controls: 0 for no effect and ±100 for the full control effect
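Luciferase-expressing P. falciparum in infected erythrocytes (2% hematocrit, 0.1% parasitemia final) in RPMI 1640/0.5% Albumax were exposed to compound for 48 hours at 37 C, 5% CO2; growth read as luminescence.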
Shiga toxin inh: A qHTS for Small Molecule Inhibitors of Shiga Toxin; 290,000 tested, 9.2% active; Vero cells, Shiga toxin protein synthesis inhibition reporter; inhibition, % at 38.7 µM; AID 2315, 2010; in the data active = inhibition mostly above about 28%, no sharp cut-off; inactive = mostly below about 43%; note: 0% is about no effect
Pf growth 96h: Primary qHTS for delayed death inhibitors of the malarial parasite plastid, 96 hour incubation; P. falciparum luciferase reporter growth, 96 h; Potency, µM (highest dose often 28.7 µM), inactives show at the top dose activity change, negative = inhibition, usual class: inhibitors; 320,000 tested, 6.9% active; note: potency is the fitted concentration of half-maximal effect; % is set by controls: 0 for no effect and ±100 for the full control effect
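Compounds incubated with erythrocytes infected by luciferase-expressing P. falciparum (2% hematocrit, 0.05% parasitemia final) for 96 hours, 37 C in 5% CO2. Growth inhibition scored as decreased luciferase luminescence.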
Tb PYK inh: qHTS of Trypanosoma Brucei Inhibitors. TbPYK enzyme, Kinase-Glo Plus ATP luminescence, 45 min. Potency, µM (doses to about 76.8 µM), without a hit: at the top dose activity, negative = inhibition, most hits filed as inhibitors. 410,000 tested, 0.12% active; note: potency is the fitted concentration of half-maximal effect; % is set by controls: 0 for no effect and ±100 for the full control effect; nearly all actives have a fitted effect of over 50% in size
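Luminescence from Kinase-Glo Plus, added after a 45-minute room-temperature reaction, served as the end-point read-out. The enzyme and substrate were preincubated with compound before ADP (130 uM final) initiated turnover. Concentration-effect curves came from normalized qHTS data.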
LmPK inhibitor: qHTS Assay for Inhibitors of Leishmania Mexicana Pyruvate Kinase (LmPK). Q27686. purified LmPK, Kinase-Glo ATP luminescence, 1 h. Potency, µM (top dose mostly 57.5 µM), for the others: at the top dose activity change, negative = inhibition, most hits filed as inhibitors. 290,000 tested, 0.37% active; note: potency is the fitted concentration of half-maximal effect; % is set by controls: 0 for no effect and ±100 for the full control effect
Target sequence (Q27686 whole entry, looked up): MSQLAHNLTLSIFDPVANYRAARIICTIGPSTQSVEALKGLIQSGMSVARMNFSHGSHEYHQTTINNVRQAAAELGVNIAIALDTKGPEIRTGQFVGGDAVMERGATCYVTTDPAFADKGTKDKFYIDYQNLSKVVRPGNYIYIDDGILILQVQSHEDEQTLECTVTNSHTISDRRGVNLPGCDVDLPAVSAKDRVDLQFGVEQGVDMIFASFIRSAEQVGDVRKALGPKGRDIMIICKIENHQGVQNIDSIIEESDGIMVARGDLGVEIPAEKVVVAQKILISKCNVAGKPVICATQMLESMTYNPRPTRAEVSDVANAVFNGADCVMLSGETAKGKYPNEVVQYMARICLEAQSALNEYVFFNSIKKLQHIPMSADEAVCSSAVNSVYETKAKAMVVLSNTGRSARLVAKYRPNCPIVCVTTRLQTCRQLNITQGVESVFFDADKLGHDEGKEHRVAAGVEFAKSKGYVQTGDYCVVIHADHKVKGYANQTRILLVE
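Kinase-Glo luminescence read after 1 h RT reaction of 0.1 nM LmPK with 0.5 mM PEP and 0.1 mM ADP. Activity scaled between uninhibited and enzyme-free controls.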
CHX counter: Cycloheximide Counterscreen for Small Molecule Inhibitors of Shiga Toxin. cell reporter, cycloheximide protein synthesis inhibition counterscreen. max response, %. 300,000 tested, 12% active; in the data active = max response mostly above about 13%, no sharp cut-off; inactive = mostly below about 14%; note: read at 38.3 µM for the half of the compounds with a filed dose; 0% is about no effect
Numbers without * were called inactive; i = inactive; ? = inconclusive; / = not tested or not shown; [ ] = another dose, or the depositor's remark. Unless noted, calls come from the whole dose curve; as a rule, active = well fitted curve in the direction sought with a large enough effect; inconclusive = small, poorly fitted or top-dose-only effect, or another doubt; inactive = no such curve, though single readings can be large; an effect the other way counts as inactive or inconclusive. Compounds as they come, and some 21% of all compounds hit somewhere here.

SMILES | AMA1-RON2 inh | Pf growth 48h | Shiga toxin inh | Pf growth 96h | Tb PYK inh | LmPK inhibitor | CHX counter
c1ccc(-n2cccc2CNC2CCCCC2)cc1 | -20.1% | 1.2% | -2.0 | -18.4% | 39.3%[activator] | -8.7% | -1.4
CN(Cc1ccccc1)C(=O)Cn1c(=O)oc2cc(S(=O)(=O)NCc3ccccc3)ccc21 | 14.4% | / | -6.4 | -1.6% | -4.9% | 9.9% | -1.0
O=C(O)c1ccc(N=NNc2cccc([N+](=O)[O-])c2)cc1 | -29.1% | i | 108.4* | ? | -9.9% | -24.0% | 41.8*
COC(=O)Cn1c2ccc(C)cc2c2nc(C)sc21 | -4.6% | 13.6% | 22.0 | 32.0%[activator] | -1.1% | -4.3% | 10.9
CSc1nc(-c2ccccc2)nc(N2CCN(C)CC2)c1C(C)=O | -8.6% | ? | -14.2 | / | 1.3% | -1.2% | -0.7
C=CCSc1nc2c(cnn2-c2ccccc2)c(=O)n1N | 37.7%[activator] | 173.2%[activator] | 62.8* | 221.1%[activator] | 3.0% | -6.2% | 53.3*
COc1cc(=O)n2c(n1)SCCC2 | 7.9% | 30.8%[activator] | -11.1 | 44.3%[activator] | -12.5% | -1.8% | -1.4
O=C(Cn1c(=O)oc2ccccc21)NCC1COc2ccccc2O1 (centres undefined) | 23.9% | 2.6% | -4.5 | 18.1% | 2.3% | -3.8% | -4.0
CC(C)(C)NC(=O)c1ccccc1NC(=O)c1ccc2c(c1)OCO2 | -4.3% | 0.0% | -18.7 | -0.7%[5.75 µM] | -11.3% | 5.8% | -3.6
Cc1c(C(=O)NC2CCCc3ccccc32)oc2ccc(S(=O)(=O)N3CCCCC3)cc12 (centres undefined) | -10.1% | ? | -2.9 | 1.85µM* | -6.8% | 0.6% | -3.1

Overlap with the part before: three compounds, then new ones.
SMILES | AMA1-RON2 inh | Pf growth 48h | Shiga toxin inh | Pf growth 96h | Tb PYK inh | LmPK inhibitor | CHX counter
O=C(Cn1c(=O)oc2ccccc21)NCC1COc2ccccc2O1 (centres undefined) | 23.9% | 2.6% | -4.5 | 18.1% | 2.3% | -3.8% | -4.0
CC(C)(C)NC(=O)c1ccccc1NC(=O)c1ccc2c(c1)OCO2 | -4.3% | 0.0% | -18.7 | -0.7%[5.75 µM] | -11.3% | 5.8% | -3.6
Cc1c(C(=O)NC2CCCc3ccccc32)oc2ccc(S(=O)(=O)N3CCCCC3)cc12 (centres undefined) | -10.1% | ? | -2.9 | 1.85µM* | -6.8% | 0.6% | -3.1
Cc1ccc(C(=O)COC(=O)CNC(=O)COc2ccccc2C)cc1C | -2.4% | 17.0% | -5.5 | 63.7%[activator] | 3.0% | 2.5% | -1.3
OC[C@H]1O[C@@](CO)(O[C@H]2O[C@H](CO)[C@@H](O)[C@H](O)[C@H]2O)[C@@H](O)[C@@H]1O | / | -5.0% | / | -12.7% | 3.8% | / | /
CCCCCCCCN1C(=O)N(C)C(N(O)C(=O)NC)C1(C)C (centres undefined) | 10.7% | ? | 1.0 | 57.6%[activator] | 4.7% | -0.3% | 5.0
CCCCCCCCC1=NCCc2c1[nH]c1ccccc21 | -5.3% | -6.5%[0.00184 µM] | 2.2 | ? | -1.1% | 1.8% | -5.1
COc1ccc(C2=NN(C(=O)c3ccccc3)C(c3ccc(OC)c(OC)c3)C2)cc1OC (centres undefined) | 5.1% | ? | -13.4 | ? | 5.2% | 1.6% | -2.3
C=CCNC(=S)NNC(=O)c1ccc(OC(C)C)cc1 | 5.6% | / | 9.1 | -16.5% | / | 10.4% | 6.7
C=CCc1c(C)nc(C)nc1N/N=C/c1ccccc1O | 23.9% | ? | 14.6 | ? | 5.8% | -2.9% | 8.1
O=S1(=O)N=C(N/N=C/C=C/c2ccccc2)c2ccccc21 | 57.5%[activator] | ? | -13.6 | 13.1µM* | -10.1% | 1.8% | 0.8
C=C(C)CNC(=S)Nc1cccc(S(=O)(=O)NC2=NCCC2)c1 | 6.9% | 12.3% | 40.5 | 14.8% | -5.2% | 3.5% | 6.1
COc1ccc(CCC(=O)N(C)CC(=O)Nc2ccc(N3CCOCC3)cc2)cc1 | 1.9% | -3.3% | 4.3 | ? | 2.6% | 0.9% | -10.8

Taken from above.
`OC[C@H]1O[C@@](CO)(O[C@H]2O[C@H](CO)[C@@H](O)[C@H](O)[C@H]2O)[C@@H](O)[C@@H]1O` @ Pf growth 48h = -5.0%
`CCCCCCCCC1=NCCc2c1[nH]c1ccccc21` @ CHX counter = -5.1
`C=C(C)CNC(=S)Nc1cccc(S(=O)(=O)NC2=NCCC2)c1` @ AMA1-RON2 inh = 6.9%

Remaining list, next part
SMILES | AMA1-RON2 inh | Pf growth 48h | Shiga toxin inh | Pf growth 96h | Tb PYK inh | LmPK inhibitor | CHX counter
O=C(Nc1nnc(C2CCCCC2)s1)c1cccs1 | 14.4% | 275.0%[activator] | 21.8 | 194.5%[activator] | 3.8% | 0.8% | 28.4*
Cc1cccc(NC(=O)CCC(=O)c2cccs2)n1 | 12.6% | 39.4%[activator] | / | 60.8%[activator] | 1.8% | / | /
O=[N+]([O-])c1ccc2nc(C(O)C(O)c3nc4ccc([N+](=O)[O-])cc4[nH]3)[nH]c2c1 (centres undefined) | 49.1%[activator] | 3.4% | / | ? | -3.0% | 15.2% | 21.8*
Cc1cccc(-c2nnc(SCC#N)n2-c2ccccc2)c1 | 15.8% | 4.7% | 9.9 | -14.8% | 1.5% | 2.0% | -2.3
COc1cc(C(=O)NNC(=O)c2ccc(NC(C)=O)cc2)cc(OC)c1OC | -9.7% | 6.9% | 13.8 | 38.9%[activator] | -2.7% | 3.4% | -3.3
CC(C)=C1SC(N2CCN(c3cccc(C(F)(F)F)c3)CC2)=NC1=O | 0.0% | ? | -6.2 | 2.6% | -1.2% | 2.7% | -1.6
O=C(O)CN(CCO)CCN(CC(=O)O)CC(=O)O | / | 17.2% | -9.8 | -5.6% | / | -2.4% | -2.0
Cc1cc(C)nc(SCCCNCc2c(F)cccc2Cl)n1 | -8.3% | ? | -10.6 | ? | -1.1% | -5.3% | -2.7
CCCN1C(=O)/C(=C\C=C2\N(CC)c3ccccc3C2(C)C)SC1=S | ? | 5.22µM* | -5.4 | -3.7% | -10.7% | -19.8% | -0.4
CCOc1ccc(NS(=O)(=O)c2ccc(NS(C)(=O)=O)cc2)cc1 | 10.2% | ? | -7.6 | 8.4% | 1.4% | 4.3% | -3.1
CCN(CC)C(=O)Cn1cc(S(=O)(=O)CC(=O)NCCc2ccc(OC)c(OC)c2)c2ccccc21 | 4.6% | -12.6% | -4.6 | ? | -4.9% | -1.9%[11.5 µM] | -3.5
NS(=O)(=O)c1cccc(NC(=O)CCN2C(=O)C3CCCCC3C2=O)c1 (centres undefined) | -0.7%[11.6 µM] | ? | / | ? | 3.0% | / | /
CC(=O)Oc1c(C)c(=O)n(C)c2ccccc12 | -2.5% | 9.2% | 9.7 | 28.9% | -12.0% | -0.2% | -4.0
CC(=O)C1=C(C)Nc2ncnn2C1c1ccc(O)cc1 (centres undefined) | -9.4% | -27.6% | -6.1 | 5.5% | -4.1% | 0.3% | -4.0
CCOC(=O)C1CCCN(S(=O)(=O)c2ccc3c(c2)NC(=O)CO3)C1 (centres undefined) | 6.8% | 6.6% | -4.7 | ? | 2.9% | -6.5% | -4.7
Cc1ccc(NC(=O)CSc2nnc(CNC(=O)c3ccco3)n2C)cc1 | 12.2% | 0.1% | / | -1.3% | 5.3% | / | /
CCN1CCCC1CNC(=O)c1c(O)c2c([nH]c1=O)CCCC2 (centres undefined) | -9.1% | 10.2% | -27.7 | ? | -1.3% | 1.5% | -0.9
CCCSc1nnc2n(Cc3ccccc3)c(=O)c3c4c(sc3n12)CCC4 | / | 6.0% | -4.1 | -3.8% | / | 1.6% | -6.0
Cc1ccc(-c2nnc(CSc3nnc4c5c(C)c(C)sc5nc(C(C)C)n34)o2)cc1 | / | 30.6%[activator] | 16.6 | -30.9% | / | 2.7% | -1.7
O=c1c([N+](=O)[O-])c(N2CCCC2)c2ccccc2n1-c1ccccc1 | -0.6% | -3.7% | -7.4 | ? | 5.9% | -6.1% | -1.7
CC(Cc1cccs1)NC(=O)Nc1ccc(Cl)cc1 (centres undefined) | 13.0% | 95.9%[activator] | 88.5* | / | 0.1% | 4.4% | 28.7*
Cc1sc(NC(=O)c2ccccc2)c(C(=O)NCCN(C)C)c1C | 3.5% | -5.4% | -8.0 | -7.9% | 0.9% | -0.3% | 2.1
O=C(Cc1ccon1)c1ccc(O)cc1O | 6.5% | 28.5% | -6.6 | 24.9% | -8.1% | 1.3% | -1.3
O=C(CN1C(=O)c2ccccc2C1=O)NCc1ccc(C(=O)O)cc1 | 18.8% | 1.0% | 5.1 | ? | -2.0% | -1.4% | -4.1
Oc1ccccc1-c1nc(NCc2ccccc2)c2ccccc2n1 | 20.0% | ? | -5.2 | ? | -6.9% | 2.3% | -1.8
CC(C)CCOC(=O)C1C2C=CC3(CN(Cc4cccs4)C(=O)C13)O2 (centres undefined) | 0.0% | ? | -3.3 | ? | 0.8% | -1.2% | -2.6
O=C(NC(Cc1ccccc1)C(=O)O)/C(=C\c1cccc([N+](=O)[O-])c1)NC(=O)c1ccco1 (centres undefined) | -3.9% | 6.7% | -5.4 | -14.5% | -1.3% | 1.7% | 0.7
CCN(CC)C(=O)c1oc2ccc(S(=O)(=O)N3CC(C)CC(C)C3)cc2c1C (centres undefined) | -4.7% | ? | 25.1 | 45.4%[activator] | -0.7% | -0.5% | 2.3
O=P(O)(O)c1ccccc1OCc1ccccc1 | 6.0% | ? | 22.8 | ? | -10.9% | -1.9% | -2.5
COc1cccc(/C=C/C(=O)OCC(=O)c2ccc3c(c2)NC(=O)CO3)c1OC | -4.8% | ? | -13.3 | -7.9% | -0.2% | -0.8% | -1.0
CC1(C)CC(=O)C(C=NCCN2CCN(C(=S)Nc3ccc(F)cc3)CC2)=C(O)C1 | 64.9%[activator] | ? | -18.1 | ? | 1.8% | -1.0% | -5.2
Cc1cc(C(=O)Nc2ccc(C(=O)O)cc2)c(C)o1 | -5.1% | 40.3%[activator] | 8.7 | -23.9% | -4.8% | -13.8% | 6.5
COc1ccc(S(=O)(=O)ON=C2CC(C)(C)N(C(C)=O)C(C)(C)C2)cc1 | 9.8% | 10.5% | 19.1 | 25.9% | 1.6% | 2.5% | -5.4
N#Cc1cccc(NC(=O)CN2C(=O)NC(Cc3ccccc3)C2=O)c1 (centres undefined) | 11.4% | 39.2%[activator] | -7.4 | 56.7%[activator] | 5.5% | -3.3% | -2.8
COc1ccc(CCCc2nnc(SCc3nc4ccccc4c(=O)[nH]3)n2C)cc1C | 7.7% | -22.3% | -9.3 | -5.3% | 7.0% | 3.3% | -3.0
Cc1nnc(NC(=O)CCC(=O)NCc2cccs2)s1 | 42.9%[activator] | 69.0%[activator] | -7.2 | 6.8% | 7.6% | 1.8% | 6.0
O=C(CSc1nnc(-c2ccco2)n1Cc1ccccc1)OC1CCCCC1 | -1.2% | 160.5%[activator] | 83.9* | / | 0.8% | 0.2% | 23.5*
